Compound activity deposited in PubChem BioAssay by Sanford-Burnham Center for Chemical Genomics.
GPR55 activation = GPR55 agonists via beta-arrestin recruitment, primary screen, imaging, U2OS cells, beta-arrestin-GFP redistribution (AID 1961). activation, % at 10 µM; hits with a dose series show EC50 in µM. 0.048% of 290,000 active. U2OS GPR55 beta-arrestin-GFP redistribution imaging; higher % means a stronger effect;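 active = activation above 40% with more than 50 cells counted in the well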;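 also: U2OS osteosarcoma cells stably expressing GPR55 and beta-arrestin-GFP; plate controls were DMSO negative control for no effect and LPI positive control for full effect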
NOD1 inhibition = inhibition of NOD1-driven NF-kB reporter – cell-based, luminescence, uHTS, primary screen (AID 1578). NOD1-driven NF-kB luciferase reporter cells, luminescence; higher % means a stronger effect. 1% of 290,000 active. one-dose inhibition, % at 4 µM; EC50 in µM for titrated hits; in the data active = inhibition mostly above about 36%, no sharp cut-off; inactive = mostly below about 34%;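 also: HEK-293T reporter cells stimulated with the NOD1 agonist gamma-tri-DAP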
KOR beta-arrestin-1 = KOR antagonists, beta-arrestin recruitment, cell-based, luminescence, uHTS (AID 1778) | one-dose inhibition, % at 10 µM; IC50 in µM for titrated hits | 0.091% of 290,000 active | KOR beta-arrestin recruitment, luminescence, antagonist mode; higher % means a stronger effect; in the data active = inhibition above about 50%; also: strong numbers were not always called active
GPR35 antagonists = GPR35 antagonists blocking zaprinast-driven arrestin recruitment, primary screen, imaging, U2OS, beta-arrestin-GFP, zaprinast agonist (AID 2058). U2OS GPR35 beta-arrestin-GFP translocation imaging, zaprinast antagonism; higher % means a stronger effect. inhibition, % at 10 µM, or IC50 in µM where a hit was titrated. 0.052% of 290,000 active;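 active = inhibition of at least 50% with at least 30 cells and total cytoplasm GFP at most 10,000,000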
KOR beta-arrestin-2 = KOR agonists, beta-arrestin recruitment, primary screen, cell-based, luminescence, uHTS (AID 1777) | 0.02% of 280,000 active | KOR beta-arrestin recruitment, luminescence; higher % means a stronger effect | activation, % at 10 µM, or EC50 in µM where a hit was titrated; in the data active = activation above about 50%, passing the limit was not always enough; also: a part of the inactive calls stands beside numbers as strong as those of hits
HIV fusion peptide = inhibitors of HIV fusion peptide binding, primary screen, biochemical, uHTS, fluorescence dequenching (AID 1986); cell-free peptide binding, fluorescence dequenching, 30 min; higher % means a stronger effect; inhibition, % at 20 µM, or IC50 in µM where a hit was titrated; 0.3% of 290,000 active; in the data active = inhibition mostly above about 52%, no sharp cut-off; inactive = mostly below about 76%; also: some results filed as inactive read as strong as hits
Siah-1 displacement = blockers of Siah-1 interaction with plectin peptide – biochemical, fluorescence polarization, rhodamine-plectin, uHTS, primary screen (AID 1817). Siah-1 / rhodamine-plectin peptide fluorescence polarization; higher % means a stronger effect. displacement, % at 20 µM, or IC50 in µM where a hit was titrated. 0.02% of 290,000 active;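 active = displacement of at least 50% at 20 µM, with a fluorescence ratio check between 0.3 and a set limit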;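 also: plate controls were Siah plus tracer with DMSO for no effect and tracer alone without Siah for full effect; strong numbers were not always called active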
GPR55 LPI antagonism = GPR55 antagonists blocking LPI-driven arrestin recruitment, primary screen, imaging, U2OS, beta-arrestin-GFP, LPI agonist (AID 2013) | U2OS GPR55 beta-arrestin-GFP translocation imaging, LPI antagonism; higher % means a stronger effect | inhibition, % at 10 µM, or IC50 in µM where a hit was titrated | 0.13% of 290,000 active;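 active = spots per cell inhibited over 60%, with over 100 cells counted and total cytoplasm intensity under 500,000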;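 also: U2OS cells stably carrying GPR55 and arrestin-GFP stimulated by 5 µM LPI near EC80; imaged beta-arrestin-GFP aggregate spots per cell after agonist stimulation; plate controls were LPI-stimulated DMSO wells for no effect and DMSO wells without LPI for full effect; some results filed as inactive read as strong as hits; confirmed hits need IC50 under 10 µM and bright autofluorescent wells are also inconclusive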
AID2073 = inhibitors of Mint1-CaV2.2 protein interaction, biochemical, HTRF (AID 2073) | 0.19% of 290,000 active | inhibition, % at 20 µM, or IC50 in µM where a hit was titrated | HTRF protein-protein interaction, Mint1-CaV2.2; higher % means a stronger effect; in the data active = inhibition mostly above about 51%, no sharp cut-off; also: some results filed as inactive read as strong as hits
Active calls of the source: *; / = not tested or not shown; [ ] = dose if it differs, or a comment. A portion of the library, so the mix of outcomes need not match the whole.

SMILES | GPR55 activation | NOD1 inhibition | KOR beta-arrestin-1 | GPR35 antagonists | KOR beta-arrestin-2 | HIV fusion peptide | Siah-1 displacement | GPR55 LPI antagonism | AID2073
CCOC(=O)c1cccc(NS(=O)(=O)c2ccc(NC(C)=O)cc2)c1 | -0.1% | 60% | -29% | -6% | 6.1% | 4.6% | 2% | -3% | 26%
CCOC(=O)N1CCC(NC(=O)CC2C(=O)NCCN2Cc2ccccc2F)CC1 (configuration not stated) | 0.2% | -24% | -31% | -5% | -2.7% | -1.3% | 4% | 6% | 5%
COc1ccc(NC2CCCN(C(=O)CSc3ccccc3)C2)cc1 (configuration not stated) | -0.1% | 4% | 34% | 2% | -4.1% | 1.4% | 0% | 10% | -1%
NC(=O)c1ccc(NC(=O)COC(=O)c2ccc3c(c2)OCCO3)cc1 | 0.0% | -9% | -3% | 4% | 0.1% | -1.6% | 0% | 4% | 2%
O=C(Nc1ccc(Nc2ccccc2)cc1)C(Cl)(Cl)Cl | 0.3% | -24% | -49% | 20% | 1.6% | 2.1% | -5% | -6% | -8%
O=C(Cc1ccccc1F)NCC(=O)Nc1ccccc1Br | -0.1% | -14% | -16% | -8% | 2.7% | -0.4% | 1% | -1% | 13%
O=C(O)CN1C(=O)C2C3CC(C2C1=O)C1C(c2ccccc2)c2sc(=O)[nH]c2SC31 (configuration not stated) | 0.0% | -10% | 13% | 4% | 3.3% | 6.9% | 9% | 17% | -9%
O=C(CSc1nnnn1-c1ccc(Cl)cc1)N1CCc2ccccc2C1 | 0.2% | -12% | 10% | -2% | / | -2.4% | 3% | / | -10%
O=C(COc1ccc(Cl)cc1)N1CCN(S(=O)(=O)c2ccccc2)CC1 | -0.1% | -5% | 22% | -4% | -0.2% | -3.1% | 0% | -3% | 3%
COc1ccc(OC)c(NC(=O)CSc2nnc(NC(=O)c3ccco3)s2)c1 | -0.1% | -5% | 0% | -10% | 4.7% | 0.4% | -4% | 7% | 16%
CCCCNC(=O)C1CCN(C/C(C)=C/c2ccccc2)CC1 | 0.3% | 71% | -22% | 22% | -2.3% | -1.6% | -2% | -1% | 9%
Oc1ccc(/C=N/n2cnn(Cc3ccccc3Cl)c2=S)c(O)c1 | 0.2% | -6% | -25% | 1% | 3.9% | 0.4% | -5% | 4% | -12%
O=C(N/N=C/c1ccco1)c1cccc(S(=O)(=O)Nc2ccccc2Cl)c1 | 0.4% | 4% | 2% | -1% | 0.3% | 35% | 21% | 5% | 15%
CN(C)c1nnnn1-c1ccc(Oc2ccccc2)cc1 | -0.1% | -33% | 23% | 3% | -3.1% | -1.3% | -2% | 14% | -10%
CCSc1nnc(NC(=O)C2CC=CCC2C(=O)O)s1 (configuration not stated) | 0.2% | -4% | 12% | 8% | 3.0% | 0.4% | 13% | 0% | 10%
Cc1cc([N+](=O)[O-])nn1CCCC(=O)Nc1ccc(Cl)cc1Cl | -0.2% | -21% | -9% | 3% | -6.1% | 0.0% | 8% | -4% | -4%
CCSc1nnc(NC(=O)C(C(F)(F)F)C(F)(F)F)s1 | -0.1% | -27% | -14% | 10% | 2.5% | 3.9% | 3% | 25% | -3%
Cc1ccc(NC(=O)c2cc(NC(=O)CCC(=O)O)ccc2N2CCCCC2)cc1 | -0.3% | / | -38% | 12% | -0.3% | -3.5% | 2% | 5% | 2%
CCOC(=O)C1CCN(S(=O)(=O)c2c(Cl)ccc3nonc23)CC1 | 35% | 102%* | 0% | 3% | -2.4% | -2.4% | -2% | -17% | -5%
CCCCCCN=CC1=C(O)C(C(=O)OC)C(C)(C)CC1=O (configuration not stated) | 0.2% | 14% | -60% | -13% | -1.0% | 3.1% | 0% | 13% | -4%
CC(C)(C)c1cc(=O)n2[nH]c(N)nc2n1 | 1.1% | -32% | -61%[20 µM] | 12% | 0.6% | 1.2% | 2% | -10% | -6%
O=C(CNC(=O)c1cccc(F)c1)N/N=C/c1cccnc1 | -0.2% | 15% | -9% | -1% | -1.0% | -1.4% | -3% | -6% | 10%
Nc1nnc(CCS(=O)(=O)c2ccc(Br)cc2)s1 | 1.3% | -22% | -14% | -6% | 6.6% | -1.1% | -3% | -2% | 7%
CCCCCCCn1ccc(O)c(CC(=O)OC)c1=O | 0.1% | -16% | -8% | 7% | 1.2% | 0.4% | 8% | -13% | 2%
COc1ccc2oc(=O)c(C(=O)C[n+]3cccc(C)c3)cc2c1 | -0.1% | 4% | -34%[20 µM] | -6% | -0.2% | 22% | -8% | 15% | 23%
CCOC(=O)c1ccc(Oc2coc3cc(O)ccc3c2=O)cc1 | 0.0% | -7% | -4% | -6% | -2.5% | 0.0% | 5% | -3% | 42%
COc1ccc(Cl)cc1NC(=O)C(C)N1CCc2ccccc21 (configuration not stated) | -0.4% | 1% | 4% | -6% | -2.5% | -2.1% | -7% | 10% | -4%
COc1ccc(C2C(C(=O)c3ccco3)=C(O)C(=O)N2CCOCCO)cc1OC (configuration not stated) | -0.1% | 34% | -13% | 7% | 3.9% | 0.6% | -4% | -18% | 25%
CCOC(=O)c1c(-c2ccccc2)oc2ccc(OC(C)=O)cc12 | 0.3% | -15% | 8% | 2% | -0.1% | 26% | 7% | 16% | 8%
COc1ccc2cc3cc(C(=O)NCC4COc5ccccc5O4)oc3nc2c1 (configuration not stated) | -0.1% | -9% | -18% | 0% | 3.8% | 1.3% | 4% | 5% | 8%
N#CC1=C(N)c2ccccc2CC12CCCCC2 | 0.0% | 17% | 0% | -11% | -0.7% | 1.0% | -3% | -9% | 7%
C=CCSC1=C(C#N)C(c2ccccc2OCC)C(C#N)C(=O)N1 (configuration not stated) | -0.1% | -10% | -9% | 5% | -0.4% | -3.1% | 2% | -8% | 23%
CCCc1c(C)[nH]c2ccc(C(=O)O)cc2c1=S | -0.2% | 6% | -18% | 12% | 3.8% | 7.6% | 0% | -10% | -5%
CCOc1ccc(S(=O)(=O)NCc2ccccc2Cl)cc1C(N)=O | -0.7% | 18% | -46% | -2% | 4.9% | -0.1% | 1% | -11% | 6%
CCOc1cccc(C(=O)NC(=S)Nc2ccccc2)c1 | 0.5% | -17% | 17% | 2% | 6.7% | -2.2% | -4% | -6% | -4%
O=C1Cc2ccccc2Sc2ccc(O)cc21 | 0.1% | 17% | -2% | 6% | 7.8% | 2.2% | 5% | -2% | 11%
Cc1ccc(-n2c3c(cc(C(=O)NCc4ccco4)c2=O)C(=O)CC(C)(C)C3)cc1 | -0.2% | 20% | 43% | -4% | -1.4% | -2.0% | -2% | 8% | 4%
COc1ccccc1N1CCN(CC(O)c2ccccc2)CC1 (configuration not stated) | 0.3% | -20% | -24% | 11% | -0.3% | -1.2% | 0% | 2% | -9%
Cc1ccc(OCc2nc(-c3ccccn3)no2)c(Br)c1 | -0.1% | -28% | 48% | 13% | -4.1% | -5.2% | -9% | 8% | -4%
Cc1ccc(NC(=O)CC(C(=O)O)c2ccccc2)cc1 (configuration not stated) | 0.1% | -35% | -17% | -2% | 5.1% | 2.9% | 4% | 7% | 2%
C=CCN(c1ccccc1)S(=O)(=O)c1ccc2c(c1)N(C(C)=O)CCO2 | -0.1% | 4% | -23% | -19% | -4.4% | 1.0% | 6% | -6% | 19%
CCOc1cc(-c2nc3ccccc3s2)ccc1O | -0.6% | 6% | 0% | 6% | 1.7% | -2.7% | -1% | -10% | 8%
CCCOc1ccc(C(=O)Nc2ccc(Cl)cn2)cc1 | -0.1% | -40% | -25% | 12% | -2.3% | 6.7% | 0% | -8% | 1%
COc1ccc(C2CC(=O)Oc3c(C(CCN4CCCCC4)c4ccc(N(C)C)cc4)c(OC)cc(OC)c32)cc1 (configuration not stated) | 0.3% | -4% | -29% | -2% | 0.4% | 1.5% | 1% | 9% | 8%
Cc1ccc(SCC(=O)NCC2CCCO2)cc1 (configuration not stated) | -0.3% | -29% | -14%[20 µM] | 16% | 1.6% | -0.7% | 1% | 1% | 9%

Ordered by formula weight (high to low): part of the list above
SMILES | GPR55 activation | NOD1 inhibition | KOR beta-arrestin-1 | GPR35 antagonists | KOR beta-arrestin-2 | HIV fusion peptide | Siah-1 displacement | GPR55 LPI antagonism | AID2073
COc1ccc(C2CC(=O)Oc3c(C(CCN4CCCCC4)c4ccc(N(C)C)cc4)c(OC)cc(OC)c32)cc1 (configuration not stated) | 0.3% | -4% | -29% | -2% | 0.4% | 1.5% | 1% | 9% | 8%
Cc1ccc(-n2c3c(cc(C(=O)NCc4ccco4)c2=O)C(=O)CC(C)(C)C3)cc1 | -0.2% | 20% | 43% | -4% | -1.4% | -2.0% | -2% | 8% | 4%
C=CCN(c1ccccc1)S(=O)(=O)c1ccc2c(c1)N(C(C)=O)CCO2 | -0.1% | 4% | -23% | -19% | -4.4% | 1.0% | 6% | -6% | 19%
Cc1ccc(OCc2nc(-c3ccccn3)no2)c(Br)c1 | -0.1% | -28% | 48% | 13% | -4.1% | -5.2% | -9% | 8% | -4%
C=CCSC1=C(C#N)C(c2ccccc2OCC)C(C#N)C(=O)N1 (configuration not stated) | -0.1% | -10% | -9% | 5% | -0.4% | -3.1% | 2% | -8% | 23%
CCOc1cccc(C(=O)NC(=S)Nc2ccccc2)c1 | 0.5% | -17% | 17% | 2% | 6.7% | -2.2% | -4% | -6% | -4%
CCCOc1ccc(C(=O)Nc2ccc(Cl)cn2)cc1 | -0.1% | -40% | -25% | 12% | -2.3% | 6.7% | 0% | -8% | 1%
Cc1ccc(SCC(=O)NCC2CCCO2)cc1 (configuration not stated) | -0.3% | -29% | -14%[20 µM] | 16% | 1.6% | -0.7% | 1% | 1% | 9%
CCCc1c(C)[nH]c2ccc(C(=O)O)cc2c1=S | -0.2% | 6% | -18% | 12% | 3.8% | 7.6% | 0% | -10% | -5%
O=C1Cc2ccccc2Sc2ccc(O)cc21 | 0.1% | 17% | -2% | 6% | 7.8% | 2.2% | 5% | -2% | 11%

(list continues)
SMILES | GPR55 activation | NOD1 inhibition | KOR beta-arrestin-1 | GPR35 antagonists | KOR beta-arrestin-2 | HIV fusion peptide | Siah-1 displacement | GPR55 LPI antagonism | AID2073
CCOC(=O)c1c(S(=O)(=O)NCC(=O)Nc2cccc(C)n2)c(C)n(C)c1C | -0.1% | -7% | -7% | 0% | 2.5% | -1.5% | -4% | 14% | -2%
COC(CC(=O)NNC(=S)Nc1ccccc1)OC | 0.0% | -35% | -2% | -7% | -7.7% | -2.1% | 8% | 9% | 9%
CN(C)/N=C/c1ccc(N2CCOCC2)cc1 | 0.1% | -52% | 25% | 3% | -4.6% | 0.9% | 3% | 0% | 9%
O=C(CSc1nc2sc3c(c2c(=O)[nH]1)CCCC3)NCCO | 0.3% | -7% | 23% | -4% | -5.0% | 2.7% | 3% | 4% | 0%
